# proKLK7 act: activators of human kallikrein-7 zymogen; purified proKLK7, EDANS-DABCYL substrate fluorescence; 100% is mature enzyme control, 0% vehicle; P49862; activation, % at 7 µM; hit rate 0.9% among 370,000;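 active = activation above the mean of all tested compounds plus 3 SD, computed per campaign excluding outliers beyond control limits, cut at about 13% in these data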
# PLCg1 inh: blocks human PLC-gamma1 enzyme activity | AID 720700 | hit rate 0.84% among 370,000 | purified PLC-gamma1, fluorogenic substrate, fluorescence | P19174 | inhibition, % at 12.2 µM; in the data active = inhibition above about 9.5%
# UHRF1 MBD2 ctr: human UHRF1 methylated DNA binding inhibitors. inhibition, % at 4.4 µM. hit rate 0.75% among 370,000. UHRF1 binding to methylated oligo, TR-FRET; in the data active = inhibition above about 21%;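 also: UHRF1 SRA domain binding a hemimethylated CpG hairpin DNA probe; 0% = median of test compound wells and 100% = reference inhibitor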
# ADAM17 inh: ADAM17 inhibition, QFRET primary screen | AID 720648 | inhibition, % at 6.95 µM | hit rate 0.83% among 370,000 | recombinant ADAM17, EDANS/DABCYL FRET peptide cleavage;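 active = inhibition above the mean of compounds lying between control limits plus 3 SD, set per campaign, cut at about 8.5% in these data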;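 also: 0% = DMSO-only wells as the low control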
# Target sequence (P78536 215-824 limits assumed): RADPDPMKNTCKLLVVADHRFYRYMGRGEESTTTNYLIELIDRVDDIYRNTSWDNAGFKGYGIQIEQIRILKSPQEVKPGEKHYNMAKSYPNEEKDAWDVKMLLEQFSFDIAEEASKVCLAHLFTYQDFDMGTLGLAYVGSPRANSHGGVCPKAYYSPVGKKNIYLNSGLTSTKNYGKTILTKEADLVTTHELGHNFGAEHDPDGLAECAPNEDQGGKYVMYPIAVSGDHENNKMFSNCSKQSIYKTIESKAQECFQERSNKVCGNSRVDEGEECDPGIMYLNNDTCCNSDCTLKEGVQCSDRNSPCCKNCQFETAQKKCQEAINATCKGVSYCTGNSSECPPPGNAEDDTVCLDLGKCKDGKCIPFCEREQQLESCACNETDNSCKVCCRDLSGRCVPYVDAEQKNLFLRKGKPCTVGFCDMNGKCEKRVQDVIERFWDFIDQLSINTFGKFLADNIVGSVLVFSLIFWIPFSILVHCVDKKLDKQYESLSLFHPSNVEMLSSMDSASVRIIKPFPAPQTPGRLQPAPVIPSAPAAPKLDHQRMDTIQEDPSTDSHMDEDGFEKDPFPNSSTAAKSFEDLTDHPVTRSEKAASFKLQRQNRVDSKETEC
# ASAP1 inh: ASAP1 ArfGAP inhibition; hit rate 0.19% among 360,000; ASAP1-stimulated ARF1 GTP hydrolysis, GDP FP detection; Q9ULH1; inhibition, % at 16.5 µM; in the data active = inhibition above about 25%;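 also: 0% = vehicle with enzyme and substrate and 100% = no enzyme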
# Target sequence (Q9ULH1 325-724 limits assumed): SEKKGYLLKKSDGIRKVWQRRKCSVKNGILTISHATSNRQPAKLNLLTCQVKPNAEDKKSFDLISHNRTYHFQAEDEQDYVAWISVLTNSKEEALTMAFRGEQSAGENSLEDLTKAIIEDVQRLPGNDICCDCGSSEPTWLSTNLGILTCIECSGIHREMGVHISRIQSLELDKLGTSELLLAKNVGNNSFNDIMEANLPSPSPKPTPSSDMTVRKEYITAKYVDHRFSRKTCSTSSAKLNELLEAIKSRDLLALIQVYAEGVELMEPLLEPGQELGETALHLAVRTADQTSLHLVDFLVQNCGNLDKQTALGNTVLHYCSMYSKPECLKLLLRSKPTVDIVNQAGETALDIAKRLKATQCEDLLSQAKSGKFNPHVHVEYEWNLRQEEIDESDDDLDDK
# ARFGAP1 inh: inhibitors of rat ARFGAP1. Q62848. Arfgap1-stimulated ARF1 GTP hydrolysis, GDP FP detection. inhibition, % at 16.5 µM. hit rate 0.26% among 360,000. AID 651572;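 active = inhibition above a per-plate limit, mean inhibition of low control wells plus 3 SD, cut at about 25% in these data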;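 also: 0% = DMSO wells with enzyme and 100% = wells lacking Arfgap1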
#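 Assay system: purified rat His6-Arfgap1 residues 1-136 (GAP domain); Reagent: human Δ17 ARF1 bound to GTP; Dosing: 16.5 µM single point, 1.26% DMSO; Times: GTP hydrolysis reaction 2 h at 25 °C; Signal: FP, GDP Alexa 633 tracer displaced from anti-GDP antibody, 620/688 nm; Measure: % inhibition from polarization.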
# MBD2 DNA inh: inhibitors of human MBD2 binding to methylated oligonucleotide; hit rate 0.31% among 370,000; Q9UBB5; TR-FRET; inhibition, % at 4.4 µM; in the data active = inhibition above about 13%
# PLC-beta3 inh: inhibitors of human phospholipase C beta3 | inhibition, % at 12.2 µM | Q01970 | hit rate 0.18% among 370,000 | Purified PLC-beta3, fluorogenic substrate, fluorescence; in the data active = inhibition above about 11%;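 also: 0% = median of compound wells on plate and 100% = full blocker control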
# Tn7 DDE FP: disrupts Tn7 cyclic peptide binding to fibrin D-Dimer-E complex | P02675 | FP displacement of FITC-Tn7 peptide from fibrin DD(E); 0% = median of compound wells per plate | inhibition, % at 8.3 µM | hit rate 0.13% among 370,000 | AID 720508;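 active = inhibition above the mean of compounds falling within the control limits plus 3 SD of them, cut at about 14% in these data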;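 also: 0% = plate median of compound wells and 100% = 10 µM Aha-Tn7 peptide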
#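 Assay system: human fibrin DD(E). Input: DD(E) 2 µM final. Medium: Tris buffer with calcium and detergent, pH 7.8. Compound dosing: single point at 8.3 µM. Timing: 10 min plus 3 h, room temperature. Technique: fluorescence polarization of the labelled Tn7 tracer. Read-out: percent inhibition. Replicates: singlicate testing.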
# DDE Tn6 FP inh: DD(E)-Tn6 binding inhibition, primary FP screen; hit rate 0.21% among 370,000; inhibition, % at 8.3 µM; Fibrin DD(E) TRITC-Tn6 fluorescence polarization displacement; P02675; AID 720509;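 active = inhibition above a per-campaign cutoff: mean of compounds within control limits plus 3 SD, cut at about 15% in these data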;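 also: 0% = median of all compound wells on the plate and 100% = blocking peptide control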
# Active calls of the source: *; / = no result given.
SMILES,proKLK7 act,PLCg1 inh,UHRF1 MBD2 ctr,ADAM17 inh,ASAP1 inh,ARFGAP1 inh,MBD2 DNA inh,PLC-beta3 inh,Tn7 DDE FP,DDE Tn6 FP inh
NC(Cc1ccc2nsnc2c1)C(=O)O (configuration not stated),-0.1,0,8,-4,-1,10,3,-6,2,0
CC(=O)c1cccc(N2C(=O)Nc3ccccc3N2O)c1,0.4,-2,-2,-2,3,-1,5,2,5,-10
CCOC(=O)c1ccc(NC(=S)NCc2ccc(S(N)(=O)=O)cc2)cc1,-0.6,1,-4,1,6,4,1,-3,-8,0
N#C/C(=C/c1ccc(Br)s1)C(=O)NCCc1c[nH]c2ccccc12,0.7,3,1,-1,1,2,0,1,0,6
O=C(c1cccs1)N1CCN(Cc2nc3ccccc3c(=O)[nH]2)CC1,0.3,-5,20,-4,0,0,8,-5,-2,-2
O=C(NCc1ccccc1Cl)C1CCC(CNc2nc(=S)[nH]c3ccccc23)CC1 (configuration not stated),-0.1,-2,-1,-7,-7,19,4,0,2,5
Cc1cccc(OCC(=O)Nc2ccc(C(=O)Nc3ccccc3C(=O)O)cc2)c1C,-0.5,4,6,-5,14,11,10,-13,3,-8
O=C(CSC(=S)N1CCOCC1)Nc1ccc(S(=O)(=O)Nc2ncccn2)cc1,-0.2,-2,4,-5,-22,-9,-1,-4,0,-4
O=C(NC1CCCCC1)C1CCCN1S(=O)(=O)c1ccc(Cl)cc1 (configuration not stated),0.2,-2,-1,-4,2,6,8,-7,1,3
Cc1cc(NCCCN2CCOCC2)n2ncc(-c3ccc(Cl)cc3)c2n1,-3.0,-220,4,-25,-2,-1,0,-305,4,-1
CC(C)(C)c1ccc(NC(=O)C2CCCN(c3cnccn3)C2)cc1 (configuration not stated),-0.2,-33,3,-11,-8,9,1,-59,4,-2
O=C(CN1C(=O)S/C(=C/c2ccncc2)C1=O)Nc1ccccc1,0.8,-2,-3,0,3,18,-4,-8,-3,0
CC(C)Oc1ccc(CCC(=O)N/N=C/c2ccc3c(c2)OCO3)cc1,0.8,2,-1,5,1,32*,2,-4,1,-2
CCc1noc(C)c1C(=O)N1CCC(CCC(=O)Nc2cccc(C)c2)CC1,0.4,0,-1,-1,-1,6,2,-14,-3,-4
COC(=O)C1CC(=O)N(CCc2c[nH]c3ccccc23)C1 (configuration not stated),0.1,-9,19,-5,-1,7,10,-10,6,-3
COc1cc(OC)c(OC)cc1CN1CCC(O)CC1,0.4,1,1,-1,1,12,3,-6,-2,9
CC1CCCCC1NC(=O)CN1CCN(S(=O)(=O)c2ccc(Br)s2)CC1 (configuration not stated),0.1,2,2,2,1,-1,-4,-2,2,-8
CC1(C)CC(=O)C(CC(=O)N2CCC(Cc3ccccc3)CC2)C(=O)C1,0.4,-2,0,-3,-3,-11,-1,-5,6,1
CCOC(=O)c1c(-c2ccccc2)csc1NC(=S)NC,-0.3,2,-4,4,8,-1,2,2,3,-3
C/C(CC(=O)NC1CCCCC1)=N\NC(=O)Cc1ccc(-c2ccccc2)cc1,-0.1,-2,0,-2,7,6,4,2,6,2
Cc1c(C(Nc2ccccn2)c2ccc(Cl)cc2)c(=O)n(-c2ccccc2)n1C (configuration not stated),0.5,1,-1,-1,1,-3,-1,5,2,-6
C/C(=N/NC(=O)CN(c1ccccc1)S(=O)(=O)c1ccccc1)c1ccccc1O,-2.0,-7,5,3,5,4,5,-7,3,7
Cn1ccnc1C(O)c1cccc(OCc2ccccc2)c1 (configuration not stated),-0.8,2,7,-3,-1,6,1,-7,1,3
COc1ccccc1NC(=O)CSc1nnc(Cc2cccn2C)n1CCc1ccccc1,0.8,-2,-1,-2,8,-12,-7,-6,7,7
COc1ccccc1CNS(=O)(=O)c1ccc(S(=O)(=O)NC2CC2)cc1,-0.8,6,4,-4,3,11,8,-1,5,-3
COc1ccccc1CNC(=O)CCCc1nnc2n(C)c(=O)c3sccc3n12,-0.5,3,2,1,-2,-6,3,-1,-6,2
Cc1ccc2c(c1)N(C(=O)CCC(=O)N1CCN(c3ccccn3)CC1)CC(C)O2 (configuration not stated),-0.1,1,0,-8,2,-8,2,-2,2,1
CS(=O)(=O)Oc1ccc2c(c1)O/C(=C\c1cccc([N+](=O)[O-])c1)C2=O,0.4,-12,-1,-10,-1,0,-4,-14,0,9
CN1CCN(Cc2nc3c(c(=O)[nH]c(=O)n3C)n2CCc2ccccc2)CC1,-0.2,0,2,2,-6,3,-4,3,3,-1
CC1CC1C(=O)Nc1nc(-c2ccccc2)cs1 (configuration not stated),-0.2,-1,0,-3,-1,-5,0,1,1,8
Cc1cc(C)n2ncc(C(=O)NCCc3ccccc3)c2n1,3.2,-131,2,-77,-5,-9,6,-159,2,2
CCN1CCN(C(c2cccs2)C(C)NC(=O)c2c(F)cccc2F)CC1 (configuration not stated),-0.1,-2,-5,3,-2,-1,-5,4,0,0
Cc1ccc(NC(=O)Cc2nnc(SCC(=O)Nc3ccc(N4CCOCC4)cc3)n2C)cc1,0.7,2,1,0,-6,14,3,-3,-1,1
CC(=O)CSc1nnc2cc(C)c3ccccc3n12,-0.3,-13,-2,-5,4,2,-3,-21,-7,2
FC(F)(F)c1cccc(CC2CN(Cc3ccccc3)Cc3ccccc3N2c2cc(Cl)cc(Cl)c2)c1 (configuration not stated),-13,-35,0,3,-1,1,2,-42,-3,-4
Cc1ccc(S(=O)(=O)N2CCCCC2)cc1NC(=O)c1cc(F)c(F)c(F)c1F,0.4,-1,22*,-1,-6,8,10,1,-7,3
O=C(Nc1ccccc1)C(O)C(O)C(=O)Nc1ccccc1 (configuration not stated),0.1,-1,0,0,7,6,-1,6,2,6
CC(C)NC(=O)CCCOc1ccc(Cl)cc1Cl,-0.5,-2,4,-3,0,2,5,0,-1,-5
CCOC(=O)C1(CCCc2ccccc2)CCN(C(=O)c2cnn(CC)c2)CC1,0.3,1,1,1,9,8,2,4,-5,0
c1ccc(-n2nnc(-c3cccnc3)n2)cc1,0.0,6,2,3,2,-3,3,6,-8,-7
CC(C)COc1ccc(C(=O)OCCN2CCOCC2)c(O)c1,0.5,-1,-1,-5,-4,0,-1,-1,-4,1
O=C(COC(=O)CSc1ccc([N+](=O)[O-])cc1)NCc1ccco1,0.3,0,0,3,2,2,-3,-5,-4,0
O=C(NCc1ccccc1)c1cc2ccccc2o1,-0.3,4,-1,-6,-5,-11,3,4,3,2
COc1ccccc1CNC(=O)C(NC(=O)c1ccccc1)C(C)C (configuration not stated),0.1,-1,0,-3,10,-1,1,-4,4,5
CCOC(=O)N1CCN(C(=O)C[C@H]2C(=O)N(Cc3ccc(OC)cc3)C3=CCCCC[C@@]32C(=O)OC)CC1,0.4,-2,1,-2,/,/,-1,-3,-9,6

# Single records, as listed above.
# `CCN1CCN(C(c2cccs2)C(C)NC(=O)c2c(F)cccc2F)CC1` (configuration not stated) across the screens: proKLK7 act: -0.1; PLCg1 inh: -2; UHRF1 MBD2 ctr: -5; ADAM17 inh: 3; ASAP1 inh: -2; ARFGAP1 inh: -1; MBD2 DNA inh: -5; PLC-beta3 inh: 4; Tn7 DDE FP: 0; DDE Tn6 FP inh: 0
# `CC(=O)CSc1nnc2cc(C)c3ccccc3n12` across the screens: proKLK7 act: -0.3; PLCg1 inh: -13; UHRF1 MBD2 ctr: -2; ADAM17 inh: -5; ASAP1 inh: 4; ARFGAP1 inh: 2; MBD2 DNA inh: -3; PLC-beta3 inh: -21; Tn7 DDE FP: -7; DDE Tn6 FP inh: 2
# `Cc1ccc(S(=O)(=O)N2CCCCC2)cc1NC(=O)c1cc(F)c(F)c(F)c1F` across the screens: proKLK7 act: 0.4; PLCg1 inh: -1; UHRF1 MBD2 ctr: 22*; ADAM17 inh: -1; ASAP1 inh: -6; ARFGAP1 inh: 8; MBD2 DNA inh: 10; PLC-beta3 inh: 1; Tn7 DDE FP: -7; DDE Tn6 FP inh: 3

# (listing goes on)
SMILES,proKLK7 act,PLCg1 inh,UHRF1 MBD2 ctr,ADAM17 inh,ASAP1 inh,ARFGAP1 inh,MBD2 DNA inh,PLC-beta3 inh,Tn7 DDE FP,DDE Tn6 FP inh
Cc1ccc(/C(N)=N/OC(=O)COc2ccc(Cl)c(C)c2)cc1,-0.2,-1,-1,-2,-19,-2,5,-10,-4,0
O=Cc1ccc(Oc2nc(Cl)ncc2F)cc1,0.6,-2,4,2,9,12,-6,0,-3,-3
Cc1ccc(C2=N/C(=C\c3c(C)nn(-c4ccccc4)c3N3CCCC3)C(=O)O2)cc1,-0.5,-1,0,3,-4,-4,-3,-3,-2,7
CCCCSCCCNC(=O)c1cn(CC)c2ccc(S(=O)(=O)N3CCOCC3)cc2c1=O,-0.2,4,4,-2,7,12,5,-5,2,-2
Cc1ccc(-c2nnc(CSc3nnc(COc4ccccc4)n3-c3ccccc3)o2)cc1,0.1,-4,-1,-3,-12,-6,3,3,3,4
Cn1nc(C(=O)OCC(=O)Nc2ccccc2[N+](=O)[O-])c2ccccc2c1=O,-0.5,1,1,-1,-22,-8,-6,-4,7,6
CC[N+]1=CN(c2ccccc2)C(C)=CC1(C)C,-0.1,1,-2,1,7,0,-3,2,-10,-1
CC(=O)Nc1ccc(S(=O)(=O)NN=CCCc2ccccc2)cc1,0.3,-4,2,-4,-13,-5,-2,-3,8,3
O=C(CCCN1C(=O)/C(=C/c2ccco2)SC1=S)Nc1ccccc1,-0.1,-2,-3,2,21,-3,1,-5,-6,-2
CCCCc1c(-c2ccccc2OC)ncn1Cc1ccc(Cl)cc1Cl,0.8,0,-2,8,-7,-5,-3,-4,-4,-4
CC(=O)C1=C(C)N(Cc2ccc(Cl)cc2)C(=S)NC1c1ccc(F)cc1 (configuration not stated),0.6,1,-3,4,-1,-9,-1,0,-2,9
COC(=O)c1cc(-c2ccc(S(=O)(=O)N3CCCC(C)C3)cc2)c(C(F)(F)F)s1 (configuration not stated),0.3,4,-1,1,4,9,-3,1,5,-3
O=C(O)c1c(C(=O)O)c(-c2ccc(Br)cc2)n2c1CSC2,0.1,-4,0,-4,-3,-3,2,-8,-1,10
CC(=O)NC12CC3CC(C1)CC(C(=O)Nc1cccc(S(=O)(=O)N4CCCCCC4)c1)(C3)C2,0.0,-1,4,-1,-3,2,-3,2,-2,-2
CCCCNS(=O)(=O)CC1NCc2cc(F)ccc21 (configuration not stated),-0.1,-5,0,0,/,/,-1,-5,-10,9
CCOc1ccc(NC(=O)CN(C)C(=O)c2ccc(N3CCOCC3)c([N+](=O)[O-])c2)cc1OCC,-0.4,0,1,-2,-4,-3,-2,-3,7,-10
CCCCCOC(=O)CSc1nc2c(c(=O)[nH]c(=O)n2C)n1CCc1ccccc1,0.1,1,3,0,-6,-6,-7,7,-2,-7
O=C1[C@@H]2Cc3c([nH]c4ccccc34)C(c3cccc([N+](=O)[O-])c3)N2C(=O)CN1C1CCN(Cc2ccccc2)CC1 (some centres not stated),0.4,3,3,5,4,9,6,-6,-2,-3
CCCCCCCCC(=O)N/N=C/c1cccc(Br)c1,-0.3,0,-5,-1,4,0,1,-2,-2,-5
CS(=O)(=O)N(Cc1ccc(C(=O)Nc2ccccc2Sc2ccccc2)cc1)c1ccccc1,-0.4,1,-1,-1,6,6,-5,4,-6,-2
CCN(CC)C(=O)c1sc(NC(=O)c2ccc3c(c2)OCO3)c(C#N)c1C,-0.5,-7,5,-1,5,15,4,-3,-1,2

# Source: PubChem BioAssay
